Source: PubChem BioAssay
FN deposition inh = inhibitors of fibronectin matrix deposition, primary screen, AH1F cells, Alexa488-fibronectin fluorescence, plate reader | AH1F fibroblasts, overnight | AID 743247, 2014 | inhibition, % at 12.6 µM | 0.086% of 350,000 active;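 active = mean inhibition across replicates of 30% or more, regardless of how many single replicates reach that level; inconclusive = mean under 30% yet at least half of replicates reach 30%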;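 note: positive control wells lacked labelled fibronectin entirely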
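Schedule: 1 h cell adhesion before compound, then overnight fibronectin incubation; test system: AH1F fibroblast monolayer depositing Alexa488-labelled fibronectin into matrix; quantity: 10000 AH1F cells per well; probe or stimulus: fluorescent fibronectin at 24 nM final; signal: fluorescence, ex 485 nm, em 525 nm; evaluation: percent inhibition as loss of matrix-bound fibronectin fluorescence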
RAD54 branch = inhibitors of human RAD54 branch migration, primary screen, biochemical, fluorescence, single point; DNA repair and recombination protein RAD54-like (Homo sapiens), Q92698; RAD54 Holliday junction branch migration, FAM/BHQ fluorescence; inhibition, % at 10.4 µM; 0.14% of 360,000 active;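 active = mean normalized replicate activity at least 40 and at least half of replicates scoring 40 or more; inconclusive = only one of the two criteria met; inactive = mean below 40 and under half of replicates reaching 40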;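 note: 0% = median of neutral control wells and 100% = median of positive control wells; inhibitors cause a drop in the FAM fluorescence signal; in these data hits start at about 50%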
Target sequence (Q92698 whole entry, looked up): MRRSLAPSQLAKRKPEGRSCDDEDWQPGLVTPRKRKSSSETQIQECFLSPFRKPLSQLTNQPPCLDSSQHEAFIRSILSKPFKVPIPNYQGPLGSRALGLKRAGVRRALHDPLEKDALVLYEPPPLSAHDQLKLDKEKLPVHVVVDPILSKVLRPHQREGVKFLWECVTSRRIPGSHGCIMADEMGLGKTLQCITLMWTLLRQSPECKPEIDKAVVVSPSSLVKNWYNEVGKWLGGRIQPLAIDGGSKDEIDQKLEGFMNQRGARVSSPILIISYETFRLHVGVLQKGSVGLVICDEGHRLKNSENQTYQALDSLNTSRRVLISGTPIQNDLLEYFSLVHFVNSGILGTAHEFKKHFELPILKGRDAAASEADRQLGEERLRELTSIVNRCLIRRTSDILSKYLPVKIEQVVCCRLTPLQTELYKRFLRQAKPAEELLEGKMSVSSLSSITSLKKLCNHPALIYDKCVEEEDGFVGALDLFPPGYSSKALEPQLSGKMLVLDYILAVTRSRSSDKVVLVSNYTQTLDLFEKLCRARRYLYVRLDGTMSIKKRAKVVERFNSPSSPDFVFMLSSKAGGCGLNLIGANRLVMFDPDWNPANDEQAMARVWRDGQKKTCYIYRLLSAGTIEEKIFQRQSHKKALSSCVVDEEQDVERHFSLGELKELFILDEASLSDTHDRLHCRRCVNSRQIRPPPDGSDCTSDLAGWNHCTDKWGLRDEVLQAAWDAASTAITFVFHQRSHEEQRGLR
esBAF inh = Bmi1 luciferase reporter increase in mESCs, primary screen, esBAF inhibitor project, mouse ES cells, Bmi1 luciferase knock-in, single point | 24 h; 100% = twice the neutral-well signal | 2% of 350,000 active | AID 602393, 2012 | reporter increase, % at 12.5 µM; in the data active = activation above about 40%; inconclusive = no clear call, values can overlap the other calls;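 note: 0% = median of the plate's neutral control wells and 100% = double that signal; a rise in the Bmi1 reporter signal indicates esBAF inhibition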
Active calls of the source: *; ? = inconclusive.

structure,FN deposition inh,RAD54 branch,esBAF inh
COc1ccc(-n2c(=O)cc(N3CCN(c4ccccc4)CC3)[nH]c2=O)cc1,-1,-21,-5
CCOC(=O)C1(Cc2ccccc2)NC(c2ccccc2F)C2C(=O)N(CC)C(=O)C21 (centres undefined),-5,-6,-1
COC(=O)Cc1cnc(NC(=O)C2C3CCC(C3)C2C(=O)O)s1 (centres undefined),-5,3,-1
CCCn1c(NCc2cc(C)ccc2O)nc2ccccc21,2,-2,7
CC(C)(C)c1cn(-c2ccc(F)cc2)c(=S)[nH]1,-6,-6,2
Cn1c(=O)n(C)c2cc([N+](=O)[O-])c(N3CCN(C(=O)c4ccccc4)CC3)cc21,-5,2,-5
Clc1ccc(OCc2nnc(SCc3nnc(-c4ccccc4)o3)o2)c(Cl)c1,6,-5,31
c1ccc2nc3c(cc2c1)CCCCCC3,-2,-9,10
CC(C)(C)n1nc2c(c1NC(=O)COc1ccc3ccccc3c1)CS(=O)(=O)C2,-1,-5,3
O=C(N1CCOCC1)N1CCC(n2nnc3ccccc32)CC1,-9,-3,-6
Cc1nn(CC(=O)NC(C)c2ccccc2)c(=O)c2ccccc12 (centres undefined),-5,1,2
COc1ccccc1NC1=NC(c2ccc(Cl)cc2)N=C(N)N1 (centres undefined),-4,2,-17
COC(=O)C(CC(C)C)Oc1ccc2c(C)cc(=O)oc2c1 (centres undefined),-7,-1,-3
CCOC(=O)N1CCC(NC(=O)c2ccc3c(=O)n4c(nc3c2)CCCC4)CC1,-3,-4,-8
Cc1cc2ncn(S(=O)(=O)N3CCCCC3)c2cc1C,1,-2,7
CCCCC1=NN2C(=N)CC(=O)N=C2S1,14,-22,-7
CCn1c(=N)n(CC(=O)c2ccco2)c2ccccc21,4,1,0
COCCNC(=O)c1ccc(NS(=O)(=O)c2cc(C)ccc2C)cc1,0,4,1
COc1cc(NC(=O)c2ccc(Br)o2)ccc1NC(=O)c1ccccc1Cl,0,2,2
Cn1c(CNc2ccccn2)c(C#N)c2ccccc21,-8,1,3
COc1cc(OC)c(NC(=O)CCc2ccccc2)cc1Cl,-11,4,3
C[n+]1c2n(c3ccccc31)N=C(c1ccc(Br)cc1)CS2,-5,20,-32
S=C(NCCSCc1ccc(Cl)cc1Cl)Nc1ccccc1,-11,-4,-2
Cc1ccc(CNc2cc(-c3nn4c(C)nnc4s3)ccc2C)s1,-2,5,2
COC(=O)C1=C(C)N=C2SCCC(=O)N2C1c1ccc(C(=O)OC)cc1 (centres undefined),-4,-3,-3
Cc1ccccc1C(=O)Nc1ccccc1C(=O)N/N=C\c1ccco1,-15,5,-12
O=c1c(Cl)c(N2CCN(S(=O)(=O)c3ccc(F)cc3)CC2)cnn1-c1cccc(Cl)c1,-15,-19,-8
COC(=O)Cc1cc(=O)n2[nH]c(SC)nc2n1,3,-2,-8
COc1cccc(-c2nnc(SCC(=O)Nc3cc(C)ccc3OC)n2N)c1,-1,0,-5
Cc1ccccc1NS(=O)(=O)c1ccc(F)cc1,-7,1,0
COc1cc(-c2nn3c(Cc4ccccc4)nnc3s2)cc(OC)c1OC,5,-11,9
O=C(CCN1CCCC1)Nc1ccccc1,10,-4,0
Cc1ccc(NC(=O)N2CCC(C(=O)NCc3ccccc3)CC2)cc1,-7,-4,3
CCCCC(=O)NCCNc1nc2c(c(=O)n(C)c(=O)n2C)n1Cc1ccc(F)cc1,4,-5,11
O=C(Nc1ccc(-c2csc(-c3ccccc3)n2)cc1)c1ccccc1,-31,-1,10
Cc1nn(Cc2c(F)c(F)c(F)c(F)c2F)c(C)c1NC(=O)c1ccc(COc2ccccc2Cl)cc1,-11,-5,9
C=CCOC(=O)CC(NC(=O)c1ccccc1)c1ccccc1 (centres undefined),-2,-3,-3
Cc1oc2c(O)c(O)ccc2c(=O)c1-c1cnn(-c2ccccc2)c1,-3,-4,-8
C=CCn1c(C)cc(C(=O)COc2ncnc3sccc23)c1C,-6,-1,-23
Cc1ccc(-c2csc3ncn(CC(=O)N4CCOCC4)c(=O)c23)cc1C,-2,-4,-5
CCc1ccc2c(c1)CCCN2C(=O)c1ccccc1C(=O)O,-6,-3,-30
COc1ccc(-c2csc(C)n2)cc1,-3,-4,?
COc1ccc2c(c1)C1(Nc3ccccc3-c3nc4ccccc4n31)C(=O)N2 (centres undefined),-4,13,-1
O=C(CCNS(=O)(=O)c1cccs1)NCc1cccs1,0,-45,1
CCCCCCSc1ncc(C#N)c(N)n1,-5,-4,20
Cc1nc2sc3c(c2c(=N)n1N)CC(C)(C)OC3,-6,9,-5
Cc1ccc(C(=O)Nc2ccc(O)cc2C(=O)O)cc1,-4,-13,4
Clc1ccccc1-c1ccc(/C=N/n2cnnc2)o1,-5,-10,-5
N#C/C(=C\c1ccc(-c2cccc(Cl)c2)o1)C(=O)Nc1cccc2cccnc12,-11,-7,-5
O=c1c(C=Nc2ccc(Oc3ccccc3)cc2)c[nH]n1-c1cccc(Cl)n1,1,10,-3
N#CCSc1nc2c(cc1C#N)CCCC2,-2,-4,-43
CCn1c(CNc2cccc(Cl)c2)nnc1SCC(=O)OC1CCCCC1,8,2,-8
O=C(COc1ccc(Cl)cc1Cl)NCc1ccncc1,4,-1,-2
CCOC(=O)CSc1nc2sccc2c(=O)[nH]1,10,-1,1
NC1=NC2(CCCCC2)N(c2cccc(Cl)c2)C(N)=N1,-3,6,-6
COc1ccc(-c2nnc3ccc(SC)nn23)cc1,0,2,-8
Cn1c(=O)c2c(ncn2CC(O)CNc2ccc(Cl)cc2)n(C)c1=O (centres undefined),2,-5,3
COc1ccc(C(=O)NCc2ccccn2)cc1,3,-6,3
Cc1nnc(SCC(C)C)[nH]c1=O,0,-8,1
CCc1c(C)n2nc(C)cc2[nH]c1=O,0,0,-2

(listing goes on)
structure,FN deposition inh,RAD54 branch,esBAF inh
Cc1nc2nc(C)c(CCC(=O)NC(C)c3ccc4c(c3)OCCO4)c(C)n2n1 (centres undefined),-10,-2,1
Cc1ccc(S(=O)(=O)NCC(=O)Nc2ccc(C(F)(F)F)cc2)cc1,0,-14,-4
O=C(Nc1ccc(Cl)cc1)c1ccc(-n2cccn2)c([N+](=O)[O-])c1,-3,7,4
Cc1ccc(-c2nn(CC(=O)NC(C)c3ccccc3)c(=O)c3ccccc23)cc1 (centres undefined),-9,4,-4
O=C(NCc1ccc2c(c1)OCO2)C1CCCN1C(=O)Nc1ccc(F)cc1 (centres undefined),5,0,1
Cc1ccc2c(C)nc(Nc3nc(CSc4nnc(C)s4)cc(=O)[nH]3)nc2c1,-3,15,4
CCCNC(=O)c1cc(-c2ccco2)on1,-1,-7,12
COc1cc(C(=O)NCc2cccc3ccccc23)cc(Cl)c1OC,-7,9,11
Cc1cc(C)cc(NC(=O)CN2CCCN(S(=O)(=O)c3ccc(Br)s3)CC2)c1,6,-11,-1
COc1cc([C@H]2[C@@H]3CCCC[C@]3(O)CCN2CC(=O)Nc2ccc(C)cc2)ccc1O,14,-5,10
COc1cc(N)ccc1C(=O)O,-2,6,38
C=CCOc1ccc2nc(NC(=O)OC)[nH]c2c1,9,-1,14
CN=C1SC(CC(=O)Nc2sc(C)c(C)c2C(=O)OC)C(=O)N1C (centres undefined),3,-4,2
C=C(C)CSc1nnc(-c2cc(OC)c(OC)c(OC)c2)n1N,-6,7,-4
c1ccc(CNc2ncnc3c2ncn3C2CCCCO2)cc1 (centres undefined),-5,2,46*
COc1ccc(OC)c(NC(=O)c2cn(C)c(=O)c3cc(OC)c(OC)cc23)c1,2,17,-3
O=C(CSc1nnc(-c2ccccc2O)o1)Oc1ccc(Br)cc1,5,3,5
Cc1cccc(N2C(=O)CC(N3CCN(C(=O)c4ccccc4)CC3)C2=O)c1 (centres undefined),1,3,-4
COc1ccc(OC)c(NC(=O)COC(=O)c2ccc(-n3cnnn3)cc2)c1,-6,0,0
O=S(Cc1ccc(Cl)cc1)CC(O)COc1ccc(Cl)cc1 (centres undefined),15,-3,-4
Cc1ccc(NCc2ccccc2OCc2ccccc2F)cc1,-16,10,-2
Cc1nc(N2CCN(C(=O)c3ccco3)CC2)c2c3c(sc2n1)CCCC3,-15,1,7
CCC(C)NS(=O)(=O)c1ccc(OCC(=O)NCc2ccco2)cc1 (centres undefined),-8,-7,-8
Cc1ccc(-n2c(SCC(=O)NCC3CCCO3)nnc2-c2ccoc2C)cc1 (centres undefined),-5,-13,-10
O=C(NCCc1ccccc1)NC1CCCCC1,3,5,12
Fc1ccc2c(c1)C(c1ccncc1)=NNC(c1cccnc1)=N2,-6,13,-1
COC(=O)[C@H](CCSC)NC(=O)N1CCN(Cc2ccccc2)CC1,-6,3,1
COc1ccc(-n2cnnc2SCCC#N)cc1,3,-6,-8
COC(=O)C1C2C=CC3(CN(Cc4cccs4)C(=O)C13)O2 (centres undefined),6,-9,-3
CCOC(=O)c1c(C)n(C)c2ccc(OC)c(NC(=O)CCN3CCSCC3)c12,1,1,-6
CC(C)CN(CC(C)C)C(=O)Cc1coc2ccc3ccccc3c12,1,-17,-7
Cc1ccc(CCNC(=O)C2CCN(S(=O)(=O)c3cccc4nsnc34)CC2)cc1,8,-2,-9

The list is partial; the hit share may differ from the screen's.
